Assay outcomes from PubChem.
FBA Mtb inh – Mtb fructose-bisphosphate aldolase inhibition. purified M. tuberculosis FBA, fluorescence read-out. P9WQA3. inhibition, % at 1 µM. AID 588726. 360,000 compounds, 2.3% hits; in the data active means inhibition above about 27%;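 further: 0% = vehicle and 100% = reference inhibitor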
MazF activator – activators of E. coli MazEF toxin-antitoxin RNase. P0AE70. FAM/BHQ RNA-DNA oligo cleavage fluorescence, 5 h. activation, % at 20 µM. 350,000 compounds, 0.32% hits. AID 504720; in the data active means activation above about 50%
Target sequence (P0AE70 whole entry, looked up): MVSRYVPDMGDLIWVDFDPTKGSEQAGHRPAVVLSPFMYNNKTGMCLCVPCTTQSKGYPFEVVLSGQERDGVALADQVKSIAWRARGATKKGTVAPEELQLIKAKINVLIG
FadD28 FP inh – inhibitors of Mycobacterium tuberculosis FadD28 bisubstrate binding; FadD28 bisubstrate probe binding, fluorescence polarization; inhibition, % at 12.5 µM; 360,000 compounds, 0.22% hits; AID 588549; in the data active means inhibition above about 8.5%, passing the limit was not always enough; inconclusive means no clear call, values can overlap the other calls
Rv3671c protease – Rv3671c (M. tuberculosis) protease inhibition; P9WHR9; inhibition, % at 5.96 µM; 320,000 compounds, 0.048% hits; AID 2606; in the data active means inhibition above about 38%;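 further: extracellular domain of Rv3671c used as enzyme; 0% = enzyme with DMSO and 100% = no enzyme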
Target sequence (P9WHR9 whole entry, looked up, the tested form may be a part): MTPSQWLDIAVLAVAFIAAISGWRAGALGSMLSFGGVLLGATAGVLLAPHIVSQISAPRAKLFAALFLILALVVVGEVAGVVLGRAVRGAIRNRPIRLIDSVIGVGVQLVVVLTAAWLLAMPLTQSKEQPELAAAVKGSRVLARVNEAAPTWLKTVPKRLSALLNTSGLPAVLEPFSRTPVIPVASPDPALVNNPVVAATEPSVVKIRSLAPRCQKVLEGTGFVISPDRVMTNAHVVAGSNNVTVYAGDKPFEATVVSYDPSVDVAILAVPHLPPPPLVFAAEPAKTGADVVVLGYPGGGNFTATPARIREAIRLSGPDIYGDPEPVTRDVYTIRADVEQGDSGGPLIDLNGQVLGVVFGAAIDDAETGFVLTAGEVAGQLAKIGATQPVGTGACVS
BoNT F protease – inhibitors of Botulinum neurotoxin F light chain protease; Multiplex microsphere protease cleavage assay, flow cytometry; inhibition, % at 10 µM; 360,000 compounds, 0.22% hits; AID 588497; in the data active means inhibition above about 35%, passing the limit was not always enough; inconclusive means no clear call, values can overlap the other calls; further: plate controls were buffer without enzyme for full effect and enzyme alone for no effect
PrPC surface inh – cell surface PrPC inhibition, primary TR-FRET screen | P04156 | TR-FRET read-out | inhibition, % at 13.8 µM | 370,000 compounds, 0.43% hits | AID 720596; in the data active means inhibition above about 24%; further: 0% = median of the test wells and 100% = reference compound wells
Mtb BioA inh – blocks M. tuberculosis BioA enzyme activity | inhibition, % at 9.99 µM | AID 602481 | purified M. tuberculosis BioA enzyme, plate reader | 360,000 compounds, 0.096% hits; in the data active means inhibition above about 40%; inconclusive means no clear call, values can overlap the other calls
Mtb UGM inh – blocks M. tuberculosis UGM enzyme; P9WIQ1; purified UGM, fluorescence polarization probe displacement; inhibition, % at 10 µM; 320,000 compounds, 0.06% hits; AID 504406; in the data active means inhibition above about 10%, passing the limit was not always enough; inconclusive means no clear call, values can overlap the other calls
Target sequence (P9WIQ1 whole entry, looked up): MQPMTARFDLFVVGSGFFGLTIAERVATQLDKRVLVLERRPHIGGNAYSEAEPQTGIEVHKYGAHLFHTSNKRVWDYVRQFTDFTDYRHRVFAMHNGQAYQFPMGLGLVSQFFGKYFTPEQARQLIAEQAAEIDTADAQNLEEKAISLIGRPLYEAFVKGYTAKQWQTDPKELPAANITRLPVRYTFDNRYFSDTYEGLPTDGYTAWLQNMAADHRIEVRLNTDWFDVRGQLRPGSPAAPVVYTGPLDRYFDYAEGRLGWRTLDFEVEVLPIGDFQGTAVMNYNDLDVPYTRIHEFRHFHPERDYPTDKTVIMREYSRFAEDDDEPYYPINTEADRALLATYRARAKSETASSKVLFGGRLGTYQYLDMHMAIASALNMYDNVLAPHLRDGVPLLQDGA
GDH-TPI inh – counter-screen for M. tuberculosis FBA inhibitors: GDH-TPI coupled enzymes; GDH-TPI coupled enzyme counterscreen, NADH absorbance; AID 588335; 360,000 compounds, 1.2% hits; inhibition, % at 4.8 µM; in the data active means inhibition above about 30%;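 further: 0% = DMSO wells and 100% = wells lacking the enzyme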
* = called active by the depositor; ? = inconclusive; . = not tested or not shown; & = joins results of further samples. Hits appear at their usual frequency (roughly 4.8% active in at least one column).

SMILES	FBA Mtb inh	MazF activator	FadD28 FP inh	Rv3671c protease	BoNT F protease	PrPC surface inh	Mtb BioA inh	Mtb UGM inh	GDH-TPI inh
O=C(/C=C/c1ccc2ccccc2n1)c1cc(Cl)ccc1O	10	0	-1.6	-11	-47	2	-0.4	1.1	3
Cc1ccccc1CNC(=O)c1csc([C@@H]2O[C@H](CO)[C@@H](O)[C@H]2O)n1	-3	.	0.3	.	2	6	-3.0	.	3
O=C(CN1C(=O)C2C3C=CC(C3)C2C1=O)N1CCc2ccccc2C1 (stereo unspecified)	-2	-2	-3.3	-3	-1	-11	-1.4	-1.3	-3
Cn1c2ccccc2c(=O)c2cc(C#CC3(O)CCCCC3)ccc21	93*	10	-0.7	-2	-18	-3	-1.6	1.1	7
COc1ccc2c(c1)c1nc3ccccc3nc1n2Cc1ccc(OC)c(OC)c1	-9	116*	-3.4	-3	0	-4	.	4.6	8
C=C1CSc2nc(=O)c3c(C)c(C)sc3n21	5	-21	-0.7	.	-25	-2	-0.7	.	3
Cc1cc(C)cc(NC(=O)C2CC(=O)n3ncnc3N2)c1 (stereo unspecified)	1	8	-2.0	-2	0	-3	.	-1.0	-6
NNc1nc(Nc2ccccc2)nc(Nc2ccccc2)n1	2	15	-0.3	-37	-3	4	-1.2	2.7	0
COc1cc(OC)c(C2=NOC(C(=O)NCc3cccnc3)C2)cc1Cl (stereo unspecified)	0	5	-4.2	2	14	2	0.4	1.1	-9
O=C(NC1CC1)c1cccc(NC(=O)C2CCN(S(=O)(=O)c3cccc(C(F)(F)F)c3)CC2)c1	-1	1	-2.4	.	-8	-3	-2.7	.	-2
COC(=O)C(Cc1ccc(O)cc1)NC(=O)C(C)Oc1ccccc1 (stereo unspecified)	0	4	0.9	5	1	-7	-1.2	2.0	19
CCN(CC(=O)Nc1ccc(NC(C)=O)cc1)C(=O)c1ccc(N2CCCC2)c([N+](=O)[O-])c1	-3	5	2.5	.	-2	-26	1.8	.	4
CN(C(=O)CN1C(=O)c2ccccc2S1(=O)=O)C1CCCCC1	-1	4	-4.4	-3	0	-6	3.6	0.1	-3
COc1cccc(N(CC(=O)NCCSCc2ccc(C)cc2)S(C)(=O)=O)c1	0	0	-2.0	.	?	1	-2.8	-2.0	10
CC1(C(=O)NS(=O)(=O)C2CC2)CCCN(C(=O)Cc2ccc3ccccc3c2)C1 (stereo unspecified)	-1	.	-0.2	.	-6	-1	0.3	.	-3
CNc1nc(=O)n(C2CCCO2)cc1C (stereo unspecified)	1	-4	0.9	.	15	-7	.	.	3
CC#CC(=O)N1CCCC(C(=O)c2ccc(SC)cc2)C1 (stereo unspecified)	-2	9	-3.3	4	.	-4	5.5	2.5	26
COc1ccc(/C(C)=N/N2CCCCC2)c(O)c1	0	-2	-1.6	-12	14	3	-1.4	1.2	11
Nc1ncnc2c1ncn2[C@@H]1O[C@H](CNS(=O)(=O)C2CC2)[C@@H](O)[C@H]1O	-1	1	-1.6	.	2	-4	-0.5	.	1
CCNC(=O)Cn1cc(C(F)(F)F)cc(Cl)c1=O	-1	-4	-1.0	4	-10	0	.	-0.5	-1
Cc1ccc(N2C(=O)C3ON(c4ccccc4)C(c4ccncc4)C3C2=O)c(C)c1 (stereo unspecified)	-2	-4	-1.1	-4	-2	0	-1.3	-0.7	5
Cn1c(C(O)c2ccccc2)nc(Cl)c1Cl (stereo unspecified)	1	10	-3.1	-7	-6	-2	-1.7	0.4	-6
CCN1C(=O)C2(C(C(=O)c3ccc(C)o3)=C(O)C(=O)N2CCCN2CCOCC2)c2ccccc21 (stereo unspecified)	-2	1	-2.7	-8	1	-7	-1.3	3.0	10
O=C(Nc1cccc(Cl)c1)Nc1ccccc1C(=O)O	79*	-4	-2.1	-3	-30	2	-1.1	0.3	20
O=C(Nc1ccn(Cc2ccccc2F)n1)c1ccc(COc2ccc(Cl)cc2Cl)o1	-4	-7	-3.1	-33	-3	13	-0.4	3.3	-7
CCN(c1ccccc1)S(=O)(=O)c1ccc(Cl)c(NC(=O)COC(=O)c2ccc(Cl)c(N)c2)c1	7	2	0.8	-1	-5	4	.	0.3	10
COC(=O)C1=C(c2ccc(OCc3ccccc3)cc2)C[C@@H]2CC[C@H]1N2C(=O)NCc1ccc2c(c1)OCO2	1	1	-3.7	.	-1	9	-3.3	.	-1
CCOC(=O)c1ccc(NC(=O)CNC(=O)C2CCCCC2)cc1	3	-2	-1.9	1	2	1	-0.5	-1.7	2
O=C1Nc2ccccc2/C1=N\c1sc2c(c1C(=O)Nc1ccccc1)CCCC2	6	2	0.0	-18	-6	-1	0.5	2.3	5
Cc1cc[n+](CC(=O)Nc2nc3ccccc3s2)cc1	-2	-10	-2.8	0	-4	5	.	-6.0	3
O=C1NCCSC1c1ccccc1 (stereo unspecified)	6	13	-0.3	4	-9	1	.	-4.9	5
O=C(CN1CCC(Cc2ccccc2)CC1)NC(=O)NCc1ccco1	6	-3	-2.6	2	-11	-3	-1.0	0.3	4
CN(CC(=O)Nc1ccccc1Cl)C(=O)COC(=O)/C=C/c1ccccc1	3	0	-1.4	11	-2	-5	-2.7	1.6	5
CCN(CC)C(=O)CSc1nc2c(sc(=S)n2-c2ccccc2OC)c(=O)n1-c1ccccc1	0	10	.	-10	-8	-8	1.0	-1.9	13
O=C(c1ccc(OC2CCN(Cc3ccccc3C(F)(F)F)CC2)cc1)N1CCCCC1	-1	0	-1.8	-3	6	-2	0.7	-0.6	-1
CC(Cc1c[nH]c2ccccc12)NC(=O)C1CCCNC1=O (stereo unspecified)	3	-4	-2.0	4	-12	-4	-1.6	1.7	10
O=C(c1ccc(F)cc1F)N1CCCN(c2nc(-c3ccccc3)ns2)CC1	-3	5	-1.7	4	.	1	0.6	0.4	7
O=C(COC(=O)c1ccc2ncsc2c1)NC(=O)c1ccccc1	0	-6	-3.6	9	-12	-4	-1.5	0.6	0
COc1ccccc1CNC(=O)COC(=O)c1cc(-c2ccco2)nc2ccccc12	0	-3	2.7	-8	-11	-6	-2.0	3.5	9
O=C(Nc1nc(-c2ccc(S(=O)(=O)N3CCOCC3)cc2)cs1)c1ccccc1	0&3	-3&0	-1.9&0.3	-47	-4&-23	4&24	.	-0.3	12&7
CCOc1cccc(CNc2ccc(O)cc2)c1OCc1ccc(Cl)cc1	3	6	-1.2	0	-25	-3	.	1.2	2
Cc1ccccc1-c1nnnn1C1CCS(=O)(=O)C1 (stereo unspecified)	-2	6	-4.5	-11	-6	1	.	-1.0	0
Cc1cc(C)cc(C(=O)N(C)C2CCCN(Cc3ccccc3F)C2)c1 (stereo unspecified)	1	-1	-1.1	-5	?	11	1.1	-1.1	-4
CC(C)[C@H](NC(N)=O)C(=O)Nc1ccc2c(c1)CCC2	-8	1	-2.6	0	4	-2	-2.5	-0.4	-4
CC(=O)c1ccc(NC(=O)[C@@]2(CC(=O)O)CC(/C=C/c3ccccc3)=NO2)cc1	1	-8	-0.7	.	6	-1	2.7	1.1	-2
Cc1nc2cc(NS(=O)(=O)c3ccccc3)ccc2n1C	0	2	0.0	0	-1	12	-4.8	1.0	2
CCn1c(SCc2nc(CC(=O)Nc3ccccc3OC)no2)nnc1-c1cccs1	-1	-2	-3.5	0	-2	0	2.2	-0.8	5
COc1ccccc1N1CCN(Cc2ccc(SC)cc2)CC1	-2	-1	-0.6	-6	?	6	0.6	2.6	11
Cc1nn(-c2ccccc2)c(Cl)c1/C=N\NC(=O)c1cnccn1	-1	4	-0.7	2	-6	8	5.7	-3.7	1
CCNc1nc(SCCOc2ccc(Cl)cc2Cl)nc(N(C)C)n1	4	-4	0.4	.	-3	-3	.	.	3
Cc1cc(C)n(CC(=O)N2CCCC(N3CCN(c4cccc(C(F)(F)F)c4)CC3)C2)n1 (stereo unspecified)	-1	0	0.0	5	-2	-9	0.0	3.3	-1
Cc1cc(-c2ccco2)n(-c2ccccc2)n1	3	2	-3.5	-4	-14	-7	-0.5	2.8	0
O=C(CN(Cc1ccccc1Cl)C(=O)c1csnn1)NCc1ccc(F)cc1	1	10	0.6	3	3	4	-3.4	-0.8	-4
COc1ccc(OC2C(=O)N(c3ccc(C)c(C)c3)C2c2ccc(OC)c(OC)c2)cc1 (stereo unspecified)	-8	-3	-3.4	-6	0	3	3.6	1.1	13
COc1ccc(C(CNC(=O)c2cc(F)c(F)c(F)c2F)N2CCOCC2)cc1 (stereo unspecified)	3	10	-3.5	-7	-1	1	.	1.6	2
S=C(Nc1ccc(Oc2ccccc2)cc1)Nc1cccnc1	2	17	-0.3	-4	-33	-1	10	0.4	-1
O=C(Nc1c(F)cc(F)cc1Br)c1cc(-c2ccco2)on1	3	-12	-3.5	-11	0	-7	-2.4	-2.2	-5
Cc1ccc(CNC(=O)Nc2cccs2)cc1	2	3	-1.9	3	-3	-1	-0.4	0.9	-4
C=CCSc1nn2c(=O)c3ccccc3nc2s1	-4	-4	-3.1	7	-3	-3	.	0.6	13
O=C(NC[C@@H]1CCCO1)c1cccc2c1C(=O)c1ccc(N3CCOCC3)cc1S2(=O)=O	-15	-30	-1.3	-3	1	-38	-2.5	2.2	10

Structures shown so far that contain a thiophene ring, fused or not (4):
SMILES	FBA Mtb inh	MazF activator	FadD28 FP inh	Rv3671c protease	BoNT F protease	PrPC surface inh	Mtb BioA inh	Mtb UGM inh	GDH-TPI inh
C=C1CSc2nc(=O)c3c(C)c(C)sc3n21	5	-21	-0.7	.	-25	-2	-0.7	.	3
O=C1Nc2ccccc2/C1=N\c1sc2c(c1C(=O)Nc1ccccc1)CCCC2	6	2	0.0	-18	-6	-1	0.5	2.3	5
CCn1c(SCc2nc(CC(=O)Nc3ccccc3OC)no2)nnc1-c1cccs1	-1	-2	-3.5	0	-2	0	2.2	-0.8	5
Cc1ccc(CNC(=O)Nc2cccs2)cc1	2	3	-1.9	3	-3	-1	-0.4	0.9	-4

Further records follow:
SMILES	FBA Mtb inh	MazF activator	FadD28 FP inh	Rv3671c protease	BoNT F protease	PrPC surface inh	Mtb BioA inh	Mtb UGM inh	GDH-TPI inh
Cc1cc(Cl)c(S(=O)(=O)NC2CCCC2)cc1OCC(N)=O	1	0	0.8	-1	7	-3	0.6	-2.7	-2
COc1cc([N+](=O)[O-])ccc1NC(=S)N1CCOCC1	2	-3	0.0	1	9	-3	-0.1	3.1	9
COC(=O)[C@@H](Cc1ccccc1)NC(=O)NCCc1ccccc1	3	-2	.	-2	-24	-4	-0.6	1.8	10
Nc1nc(N)c(C=Nc2ccc(Br)cc2)c(Nc2ccc(Br)cc2)n1	-1	-33	-1.0	4	?	3	-1.3	0.4	9
CC1CC(C)CN(CCCOc2ccccc2[N+](=O)[O-])C1 (stereo unspecified)	1	2	-0.4	0	2	3	.	0.0	3
COc1ccc(Cl)cc1NC(=O)c1cccc(-n2cnnn2)c1	0	29	-3.9	.	2	-4	.	.	-1
Cc1ccc(/C=N/Nc2ccc3c(C(F)(F)F)cc(C(F)(F)F)nc3n2)cc1	0	285*	-5.0	2	-10	.	-0.5	0.6	-3
CCOC(=O)C1=C(C)N(CCCC(=O)O)C(=O)NC1c1cccc(OC)c1 (stereo unspecified)	.	5	.	4	.	1	.	-0.3	.
O=C(/C=C/c1nc2ccccc2s1)N1CCCCCC1	-4	-19	-3.5	1	3	-16	2.8	4.3	14
C=CCn1c(=N)n(CC(=O)O)c2ccccc21	0	-5	-4.0	5	-1	2	-0.6	-0.5	-6
CCOC(=O)/C(=N/Nc1ccccc1)c1csc(Nc2ccccc2)n1	-3	-1	-3.1	0	-5	3	0.4	0.6	3
CCC(=O)N(CC(=O)Nc1sc(C)c(C)c1C(N)=O)Cc1ccc(F)cc1	3	-1	-1.7	-7	0	9	-4.4	-0.9	17
O=S(=O)(NCc1csc(-c2cccs2)n1)c1ccccc1	10	0	-3.2	-4	0	-5	1.5	-1.4	9
CN(C)C(=O)COc1ncnc2scc(-c3ccc(F)cc3)c12	2	-14	-4.1	9	-2	-1	.	-3.2	-7
